SENP7 block – SENP7 protease inhibitors, primary screen, biochemical, luminescence, uHTS | actives 1.5% (n = 330,000) | inhibition, % at 5 µM | recombinant SENP7, Z-RLRGG-aminoluciferin luminescence, 40 min | Sentrin-specific protease 7 (Homo sapiens), Q9BQF6;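 active means inhibition above about 50% at the single test dose, limit read from the data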;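 further: plate controls were DMSO with enzyme for no effect and no enzyme buffer wells for full effect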
Target sequence (Q9BQF6 706-1050 limits assumed): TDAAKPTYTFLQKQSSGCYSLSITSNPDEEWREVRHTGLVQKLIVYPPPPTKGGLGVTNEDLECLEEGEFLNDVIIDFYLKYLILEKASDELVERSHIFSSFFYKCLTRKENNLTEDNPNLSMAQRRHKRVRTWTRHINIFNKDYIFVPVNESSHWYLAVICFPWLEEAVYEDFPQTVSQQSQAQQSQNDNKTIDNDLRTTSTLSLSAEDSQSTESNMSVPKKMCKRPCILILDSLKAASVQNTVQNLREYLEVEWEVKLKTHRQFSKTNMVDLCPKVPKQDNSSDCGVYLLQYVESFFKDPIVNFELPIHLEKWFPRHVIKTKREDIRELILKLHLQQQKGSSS
SENP8 block-1 – human SENP8 protease inhibitors, primary screen, biochemical, fluorescence, Nedd8 protein substrate, uHTS | Sentrin-specific protease 8 (Homo sapiens), Q96LD8 | recombinant SENP8 | inhibition, % at 20 µM | actives 0.64% (n = 360,000) | AID 602440, 2012; in the data active means inhibition mostly above about 40%, no sharp cut-off; inactive means mostly below about 27%
UBC13 polyUb – UBC13 polyubiquitin chain formation inhibitors, primary screen, biochemical, TR-FRET, uHTS; AID 485273, 2010; Ubiquitin-conjugating enzyme E2 N (Homo sapiens), P61088; actives 0.47% (n = 330,000); inhibition, % at 20 µM; in the data active means inhibition above about 45%, passing the limit was not always enough
SENP6 block – SENP6 protease inhibitors, primary screen, biochemical, luminescence, uHTS; inhibition, % at 10 µM; Recombinant SENP6 catalytic domain, aminoluciferin luminescence; actives 1.8% (n = 330,000); Sentrin-specific protease 6 (Homo sapiens), Q9GZR1;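 active means inhibition above about 50% at the single tested dose, limit read from the data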;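 further: plate controls were DMSO wells with enzyme for no effect and DMSO wells lacking enzyme for full effect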
SENP8 block-2 – SENP8 protease inhibitors, primary screen, biochemical, luminescence; Sentrin-specific protease 8 (Homo sapiens), Q96LD8; purified SENP8, Z-RLRGG-aminoluciferin cleavage; inhibition, % at 10 µM; actives 1.2% (n = 330,000); AID 2540, 2010; in the data active means inhibition above about 50%
SENP1 FRET inh – human SENP1 catalytic domain inhibitors, primary screen, biochemical, FRET, uHTS; Sentrin-specific protease 1 (Homo sapiens), Q9P0U3; recombinant SENP1 catalytic domain, CyPet-SUMO1-YPet FRET cleavage; inhibition, % at 10 µM; actives 0.21% (n = 360,000); AID 624204, 2012;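 active means inhibition at least 30% at 10 µM, raw YFP signal under a set limit, fluorescence ratio 0.5 to 1.5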;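 further: 0% = enzyme with DMSO and 100% = no enzyme wells; some results filed as inactive read as strong as hits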
Target sequence (Q9P0U3 419-644 limits assumed): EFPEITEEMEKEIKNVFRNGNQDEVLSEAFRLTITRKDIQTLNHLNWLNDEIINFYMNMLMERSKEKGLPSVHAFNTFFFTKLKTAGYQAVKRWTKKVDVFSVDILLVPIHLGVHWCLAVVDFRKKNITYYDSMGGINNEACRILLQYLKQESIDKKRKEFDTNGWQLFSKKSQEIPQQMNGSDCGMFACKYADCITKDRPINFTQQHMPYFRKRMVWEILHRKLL
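Compound: 10 µM single point, 0.5% DMSO; Test system: hSENP1 catalytic domain, recombinant; Timing: 50 min reaction at room temperature; Technique: FRET, CFP and YFP emission; Control set: no-enzyme wells low, DMSO-plus-enzyme wells high control.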
Apaf1 inhib – inhibitors of human Apaf-1 apoptosome, primary screen, biochemical, DEVD-Rh110 fluorescence, uHTS. reconstituted apoptosome caspase-3 activity. inhibition, % at 20 µM. AID 489030, 2010. Apoptotic protease-activating factor 1 (Homo sapiens), O14727. actives 0.71% (n = 330,000); active means inhibition of at least 40% at 20 µM;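 further: plate controls were DMSO wells for no effect and DEVD-CHO caspase inhibitor wells for full effect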
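Material: reconstituted apoptosome with Apaf-1, cytochrome c, caspase-9, procaspase-3, dATP; medium: pH 7.5 Hepes buffer with CHAPS, BSA, DTT; also added: cytochrome c and DEVD-Rh110 substrate; timing: 30 min plus 50 min, RT; signal: Rh110 fluorescence intensity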
APOBEC3G inh – APOBEC3G DNA deaminase inhibitors, primary screen, biochemical, fluorescence, single-stranded DNA substrate, uHTS. DNA dC->dU-editing enzyme APOBEC-3G (Homo sapiens), Q9HC16. recombinant A3G, ssDNA deamination FAM/TAMRA fluorescence. inhibition, % at 20 µM. actives 0.28% (n = 330,000);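 active means inhibition of at least 40% at 20 µM, with no more than 30% in the related APOBEC3A deaminase screen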;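 further: plate controls were DMSO wells with A3G for no effect and wells lacking A3G enzyme for full effect; some compounds called inactive have numbers as strong as hits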
Target sequence (Q9HC16 whole entry, looked up): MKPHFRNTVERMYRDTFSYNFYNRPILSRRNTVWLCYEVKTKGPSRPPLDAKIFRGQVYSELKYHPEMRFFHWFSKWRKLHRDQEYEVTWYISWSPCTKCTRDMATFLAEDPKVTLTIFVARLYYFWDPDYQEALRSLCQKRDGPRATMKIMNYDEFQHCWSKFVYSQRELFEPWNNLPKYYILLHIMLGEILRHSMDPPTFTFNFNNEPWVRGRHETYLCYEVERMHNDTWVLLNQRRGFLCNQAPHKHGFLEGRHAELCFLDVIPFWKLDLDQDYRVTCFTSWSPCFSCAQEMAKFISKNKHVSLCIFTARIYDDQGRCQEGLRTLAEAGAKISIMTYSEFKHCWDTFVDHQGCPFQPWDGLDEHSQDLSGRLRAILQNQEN
Numbers without * were called inactive; i = inactive; . = no result given; & = joins results of further samples.

Start of the data: the first 3 entries, to show the layout:
SMILES	SENP7 block	SENP8 block-1	UBC13 polyUb	SENP6 block	SENP8 block-2	SENP1 FRET inh	Apaf1 inhib	APOBEC3G inh
CCOc1ncccc1C(=O)Nc1cccc(-c2nc3cccnc3s2)c1	35	-17	18	29	-6	-1	-1	-5
CCN(CC)S(=O)(=O)c1cccc(C(=O)Nc2nncs2)c1	9	15	2	11	0	-1	1	0
CC(C)CN1C=C2C(=O)C(C)(OC(=O)CCc3ccccc3)C(=O)C=C2C=C1c1ccc(C#N)cc1 (stereo unspecified)	-2	-94	-36	5	-4	-56	21	-5

The listing, repeating the preview:
SMILES	SENP7 block	SENP8 block-1	UBC13 polyUb	SENP6 block	SENP8 block-2	SENP1 FRET inh	Apaf1 inhib	APOBEC3G inh
CCOc1ncccc1C(=O)Nc1cccc(-c2nc3cccnc3s2)c1	35	-17	18	29	-6	-1	-1	-5
CCN(CC)S(=O)(=O)c1cccc(C(=O)Nc2nncs2)c1	9	15	2	11	0	-1	1	0
CC(C)CN1C=C2C(=O)C(C)(OC(=O)CCc3ccccc3)C(=O)C=C2C=C1c1ccc(C#N)cc1 (stereo unspecified)	-2	-94	-36	5	-4	-56	21	-5
O=C1N(CCCN2C(=O)C3(OCCO3)c3ccccc32)c2ccccc2C12OCCO2	4	18	-8	1	-5	2	10	-1
CC(=O)c1ccc(N2CCN(C(=O)Cc3ccccc3)CC2)c(F)c1	2	-4	-4	-18	-1	0	3	-2
CCOC(=O)c1[nH]ncc1CN1CCCC(C(=O)c2ccc(OC)c(OC)c2)C1 (stereo unspecified)	1	-10	3	-16	1	1	-2	-5
CCCCCCN(C(=O)CCCCCN1C(=O)NC(c2ccc(-c3ccccc3)cc2)C(C(=O)OCc2ccccc2)=C1C)C(C(=O)NCCCC)c1ccc(O)c(C(=O)OC)c1 (stereo unspecified)	9	.	-4	-3	-11	.	8	-5
CCOc1ccc(Nc2nc3cc(S(=O)(=O)CC)ccc3o2)cc1	-2	-9	0	-11	1	-4	-10	-7
CC(C)Oc1cccc(C(=O)C2CCCN(C(=O)CCn3cnnn3)C2)c1 (stereo unspecified)	11	2	-7	-20	1	1	1	8
CC(Oc1cc(-c2ccccc2)cc2ccccc12)C(=O)N1CCOCC1 (stereo unspecified)	-9	-30	-2	-1	-6	-1	19	-5
CCCCNC(=O)c1c(CSc2ccc(Cl)cc2)noc1C(=O)NCc1ccccc1	3	16	5	1	-6	3	19	-3
O=C(CSc1nnc(Cc2ccccc2)o1)NC1CCCCC1	5	14	-5	-14	3	3	-20	-3
Cc1nn(-c2cccc(C(F)(F)F)c2)c(=O)c2ccccc12	10	-1	-3	-20	-5	1	5	2
O=[N+]([O-])c1ccc(C(O)C(CO)NC(=S)Nc2ccccc2)cc1 (stereo unspecified)	3	25	6	-38	-1	-1	-1	-2
Cc1ccc(-c2cc(C(=O)OCC(=O)N(C)C3CCS(=O)(=O)C3)c3ccccc3n2)c(C)c1 (stereo unspecified)	-11	-40	-20	-11	-5	0	12	-9
CC(C)(C)c1ccc(S(=O)(=O)O/N=C2/CCCCC2c2ccc([N+](=O)[O-])cc2[N+](=O)[O-])cc1 (stereo unspecified)	5	32	0	10	-2	2	-6	-3
CCc1ccc(C2C(=O)c3ccccc3C2=O)cc1	13	14	-8	5	28	2	-4	-8
Cc1nc2cc(C(=O)NCc3ccc4c(c3)OCO4)ccc2n1-c1ccc(Br)cc1	-10	-8	1	2	-3	-1	17	-4
O=C(COc1ccccc1)NCCSCc1ccco1	-3	-9	-5	3	-7	1	7	1
CCc1nnc(NC(=O)CSc2nc(C)c3c(c2C#N)CCCC3)s1	1	-314	12	-17	-9	-32	24	-8
CCNC(=O)/C(=C/c1cccc([N+](=O)[O-])c1)NC(=O)c1ccc(C)cc1	-7	4	-6	0	0	-2	2	-10
CC1(C)CC(NNCCC#N)=CC(=[N+]2CCCC2)C1	-3	0	0	-10	-9	-4	9	2
COC(=O)c1sc(S(=O)(=O)Nc2ccc3cn[nH]c3c2)c(C(=O)OC)c1C	7	34	0	5	3	-1	2	3
CC(=O)n1cc([C@@H]2C=C(C(=O)N3CCN(C)CC3)O[C@H](OCc3ccc(CO)cc3)C2)c2ccccc21	-7	-49	8	-6	-15	-11	16	-13
Cc1cc(=O)oc2c3c(cc(OCC(=O)NCCN4CCOCC4)c12)OC(C)(C)CC3	5	-180	10	6	-3	1	-3	-10
COc1ccc(-c2nnc(SCc3cc(C)cc(C)c3)o2)cc1	3	19	8	2	3	1	2	-6
CCc1cc(Cn2nc(-c3ccccc3)cc2C(=O)NCc2ccccc2OC)on1	-12	16	8	-21	-19	2	18	-11
COC(=O)c1cc(NC(=O)Cc2ccccc2[N+](=O)[O-])ccc1Cl	2	-1	12	13	0	0	-8	-3
COCCCNC(=O)/C=C/c1ccc(Cl)cc1	12	13	-5	3	0	2	-14	-6
O=c1cc(-c2ccccc2)nc2nc[nH]n12	2	9	-5	1	-13	1	4	-1
Cn1c(CCNS(=O)(=O)c2ccc(F)cc2)nnc1SCc1cccnc1	7	9	1	-8	1	-2	6	13
C/C=C/c1ccc(OCCCNCC(C)O)c(OC)c1 (stereo unspecified)	-1	8	6	-28	-5	-3	1	-4
O=C(CSc1nnc(Cc2ccccc2)n1-c1ccccc1)N1CCOCC1	-1	13	-3	-9	3	4	-6	-3
CCCCS(=O)(=O)N1CCN(S(=O)(=O)c2ccc(Cl)s2)CC1	4	-1	12	-13	-13	0	-6	-9
CCOC(=O)C1(CCOc2ccccc2)CCN(Cc2ccc(OC)c(O)c2)CC1	-17	8	1	2	-12	0	4	-2
O=c1c(Cl)c(NCCO)ncn1-c1ccccc1	-4	13	-6	1	-13	1	-5	-9
Cc1nc2ccccn2c1C(=O)N=Nc1c(O)[nH]c2ccccc12	6	12	-10	-9	5	5	-6	-1
CC(C)n1cc(NC(=O)C2CC(c3cccc(Br)c3)=NO2)cn1 (stereo unspecified)	3	24	2	1	-1	1	-2	-3
COc1ccc(-c2nc3n(c(=O)c2C#N)CCS3)c(OC)c1	-3	-280	6	12	6	-3	-3	-9
Cc1ccc2cc(/C=N/NC(=O)c3ccccc3[N+](=O)[O-])c(Cl)nc2c1	-7	18	-12	-12	-7	1	19	-5
CCOC(=O)c1sc(NC(=O)C2C3C=CC(C3)C2C(=O)O)nc1C (stereo unspecified)	-9	6	11	-17	0	0	-16	0
CCOc1ccc(C(=O)NCc2cccnc2)cc1[N+](=O)[O-]	-6	1	5	-2	-6	-1	0	-8
O=[N+]([O-])c1ccc(N2N=C(c3ccccc3)CC2c2ccccc2O)cc1 (stereo unspecified)	9	-98	-81	16	-2	-25	28	-3
COc1ccc(-c2nn(CC(=O)NCCc3ccccc3)c(=S)n2C)cc1	10	12	1	-3	11	0	5	-2
O=c1nccc(Nc2ccccc2)[nH]1	-2	17	2	7	-1	2	-2	-4

Complete entries, looked up by structure.
O=[N+]([O-])c1ccc(N2N=C(c3ccccc3)CC2c2ccccc2O)cc1 (stereo unspecified) reads SENP7 block: 9; SENP8 block-1: -98; UBC13 polyUb: -81; SENP6 block: 16; SENP8 block-2: -2; SENP1 FRET inh: -25; Apaf1 inhib: 28; APOBEC3G inh: -3
COc1ccc(-c2nnc(SCc3cc(C)cc(C)c3)o2)cc1 reads SENP7 block: 3; SENP8 block-1: 19; UBC13 polyUb: 8; SENP6 block: 2; SENP8 block-2: 3; SENP1 FRET inh: 1; Apaf1 inhib: 2; APOBEC3G inh: -6

Next part
SMILES	SENP7 block	SENP8 block-1	UBC13 polyUb	SENP6 block	SENP8 block-2	SENP1 FRET inh	Apaf1 inhib	APOBEC3G inh
OC(c1cc(-c2ccc(C(F)(F)F)cc2)nc(C(F)(F)F)c1)C1CCCCN1 (stereo unspecified)	7	20	43	5	-4	1	27	0
O=[N+]([O-])c1ccccc1/C=N/NC1=NCCCCC1	2	14	-2	1	-8	2	-4	-4
COc1ccccc1CN(CC(=O)NCc1ccco1)C(=O)CNS(=O)(=O)c1ccc(C)cc1	2	11	1	13	-2	4	6	-6
O=C(C1=C(O)C(=O)N(Cc2ccco2)C1c1ccccc1)c1cccs1 (stereo unspecified)	2	-3	-4	-2	-5	1	13	2
CCc1ccc(NC(=O)c2cnc(N3CCN(c4ccccn4)CC3)c3ccccc23)cc1	2	-387	34	7	8	1	9	-9
COc1ccc(NCC(=O)Nc2cc(S(=O)(=O)N3CCOCC3)ccc2N2CCOCC2)c(OC)c1	13	-9	11	-3	0	1	-8	1
COc1cc(NC(=O)c2cccc([N+](=O)[O-])c2C)ccc1NC(=O)c1ccco1	-12	5	-11	-16	-5	-2	2	-5
O=c1[nH]c(=O)n(Cc2ccccc2)c2nc(-c3ccco3)cc(C(F)(F)F)c12	-3	-416	-15	-1	-9	-1	16	1
COc1ccc(-c2nnco2)cc1OC	6	42*	4	13	1	1	0	-6
CCCCSc1nnc2nc(C)cc(C)n12	-8	18	-5	-13	-10	2	4	-10
COc1cc(/C=C/C(=O)OCC(=O)c2ccc3c(c2)NC(=O)CO3)ccc1OC(F)F	-10	3	-23	-6	-8	-1	5	-1
CC1CN(c2ccc(Cl)nn2)CC(C)O1 (stereo unspecified)	-2	5	-8	-19	-7	1	5	-9
COc1cc(CNCCO)ccc1OC1CCCC1	-3	-2	9	-14	-4	1	-16	-6
CCn1ccnc1CN(C)C(=O)C1CCC(=O)N(Cc2cccc(F)c2)C1 (stereo unspecified)	-13	0	-4	-8	-12	4	8	-5
COc1ccccc1N1CCN(S(=O)(=O)c2cc(-c3cc(C)no3)ccc2C(C)C)CC1	5	15	-16	16	4	1	24	5
Clc1ccc(C2[C@H]3CN(CC4CCCCC4)[C@H](c4ccccc4)C34CC2(c2ccccc2)C4)cn1 (stereo partly specified)	17	18	-42	-16	-12	-1	15	1
O=C(CO/N=C/c1ccc(OC(F)F)cc1)N1CCc2ccccc21	9	21	1	-11	-5	-2	8	-2
CC(=O)Nc1ccc(S(=O)(=O)N2CCN(C34CC5CC(CC(C5)C3)C4)CC2)cc1	-1	11	-1	1	12	-1	2	-3
COCCN1Cc2cccc(C(=O)Nc3ccc(S(=O)(=O)N4CCCCCC4)cc3)c2C1=O	-4	21	6	-1	-9	1	11	-6
CC1CCCC(C)N1C(=O)COC(=O)Cn1cnc2c1c(=O)n(C)c(=O)n2C (stereo unspecified)	-8	17	-2	11	4	-1	-6	3
Cc1nc(CSc2nnc3scc(-c4ccccc4)n23)cs1	4	-3	-1	-12	-1	-1	-6	-6
CC(C)c1c(O)nc(SCc2ccc(F)cc2)[nH]c1=O	1	-3	1	9	5	1	-11	2
COc1ccc(S(=O)(=O)N2CCN(C(=O)c3ccc(C)o3)CC2)cc1	-5	7	1	-11	-2	2	-3	-3
COc1ccc(N2CCN(C3CC(=O)NC3=O)CC2)cc1 (stereo unspecified)	7	7	0	1	6	-1	8	-1
CN(C)/C=C(\C#N)S(=O)(=O)c1ccc(Cl)cc1	-3	18	1	12	-2	1	8	4
Cc1ccc2nc(-c3cccc(SC4CCCCC4)c3)c(NCc3ccccc3)n2c1	-16	i	3	-17	-12	-88&-73	24	-2
Cc1ccc(COC(=O)c2cc([N+](=O)[O-])ccc2N2CCOCC2)cc1	14	19	-14	10	-6	0	10	-4
CCN(CC)C(=O)CSc1nc2cc3c(cc2c(=O)n1Cc1ccc(OC)cc1)OCO3	-11	6	-15	4	-2	0	22	-3

Screening data (PubChem)
